Source: PubChem BioAssay (several laboratories)
E coli Lon inh: E. coli protease La inhibition. purified E. coli Lon protease, fluorescence polarization. actives 0.42% (n = 360,000). inhibition, % at 7.94 µM; in the data active = inhibition above about 13%, passing the limit was not always enough;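 also: 0% = enzyme with probe and DMSO and 100% = no enzyme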
MLLE-PAM2 inh: inhibitors of microRNA-mediated deadenylation, human PABP1 MLLE binding; P11940; GST-MLLE / FITC-PAM2 fluorescence polarization; inhibition, % at 20 µM; actives 0.36% (n = 360,000); in the data active = inhibition above about 35%, passing the limit was not always enough;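 also: plate controls were DMSO wells with GST-MLLE for no effect and wells lacking GST-MLLE protein for full effect; some results filed as inactive read as strong as hits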
SKN-1 block: blocks SKN-1 activity in C. elegans. C. elegans VP596 Pgst-4::GFP/RFP ratio, acrylamide-induced, 24 h. AID 624304. inhibition, % at 21.8 µM. actives 0.49% (n = 360,000);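 active = interference check ratio from 0.5 to 1.5 plus GFP to RFP signal ratio inhibition reaching or exceeding a fixed threshold, cut at about 30% in these data, passing the limit was not always enough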; also: some compounds called inactive have numbers as strong as hits
TbMetRS inhib: blocks T. brucei methionyl-tRNA synthetase activity; purified T. brucei MetRS, ATP depletion, Kinase-Glo luminescence; inhibition, % at 11.9 µM; actives 0.4% (n = 360,000); AID 624268;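 active = inhibition above a per-plate cutoff of the control wells' mean inhibition plus 3 SD, cut at about 5.5% in these data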;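 also: 0% = DMSO wells median and 100% = median of wells with control inhibitor compound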
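technique = Kinase-Glo luminescence, ATP depletion format | system = purified MetRS (methionyl-tRNA synthetase) enzyme from Trypanosoma brucei | timing = 15 min preincubation, 2 h reaction, all 25 °C | evaluation = percent inhibition versus plate control medians | dosing = single dose, 11.9 µM final nominal, 0.9% final DMSO | also added = substrates ATP, L-methionine and bulk Escherichia coli tRNA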
MsrA inhibitor: inhibits bovine methionine sulfoxide reductase A | actives 0.75% (n = 360,000) | purified bovine MsrA, absorbance read-out | inhibition, % at 15.5 µM; in the data active = inhibition above about 4.5%;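 also: 0% = vehicle wells with enzyme and 100% = reference inhibitor wells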
FAS TE block: inhibitors of human fatty acid synthase thioesterase domain; P49327; recombinant FAS-TE, OMFH fluorogenic substrate, fluorescence endpoint; inhibition, % at 15 µM; actives 0.67% (n = 360,000); AID 602261;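 active = compounds whose normalised, plate-corrected inhibition of enzyme fluorescence in the single-dose primary screen is 50% or more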;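 also: 0% = DMSO with enzyme and 100% = substrate without enzyme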
MsrA act: activators of bovine methionine sulfoxide reductase A; purified bovine MsrA, absorbance read-out; activation, % at 10.6 µM; actives 0.3% (n = 360,000); AID 602163; in the data active = activation above about 7.5%;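 also: 0% = vehicle and 100% = reference activator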
CendR NRP1 mod: alters CendR peptide binding to human NRP-1. O14786. FAM-RPARPAR peptide binding to NRP-1, fluorescence polarization. inhibition, % at 25 µM. actives 0.85% (n = 360,000). AID 602438;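 active = inhibition or corrected inhibition above about 18%, plus a signal ratio from 0.5 to 1.5, limit read from the data, passing the limit was not always enough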; also: strong numbers were not always called active
MT1-MMP act inh: MT1-MMP (human) activation inhibition. HT1080 RFP-PRO-GFP cells, GFP/RFP ratio fluorescence, overnight; percent of plate control window, DMSO zero. GFP/RFP ratio change, % at 20 µM. actives 0.061% (n = 360,000);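 active = GFP/RFP ratio change of at least 30% with cell ATP level not reduced by more than half and red fluorescence within 50% of control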; also: strong numbers were not always called active
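Assay system: HT1080 RFP-PRO-GFP cells | Dosing: 20 µM single dose, 1% DMSO | Incubation: Cells overnight before dosing, compound overnight, 37 °C, 5% CO2 | Evaluation: GFP/RFP fluorescence ratio | Control set: DMSO-only wells and HT1080 RFP-L50D-GFP cell wells as references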
Starred values were filed as active, the others as inactive; nt = no result given. Rows are unselected. About 4% of those tested had a hit in this group.

SMILES	E coli Lon inh	MLLE-PAM2 inh	SKN-1 block	TbMetRS inhib	MsrA inhibitor	FAS TE block	MsrA act	CendR NRP1 mod	MT1-MMP act inh
Cn1c(C(=O)O)c(CC(=O)Nc2ccc3c(c2)OCCO3)c2ccccc21	0.9	-3.7	3.6	0.6	0.1	-2.3	-0.5	8.3	3.8
CCOC(=O)N(C)c1c(CC)nc2c(OCc3ccc(F)cc3)cccn12	-2.5	-2.4	19.2	-0.3	-1.0	1.6	-0.5	-58.3	-4.9
COCCNC(=S)N(CCc1c(C)[nH]c2ccc(C)cc12)Cc1cc(OC)c(OC)c(OC)c1	-5.2	-139.5	-5.8	0.1	0.0	3.9	-7.1	3.7	1.6
COc1ccc(/C=C2\SC(N3CCc4ccccc4C3)=NC2=O)cc1	2.6	-0.1	9.1	0.4	1.9	14.2	-2.1	-1.6	8.0
COc1ccccc1/C=C/C=N/NC(=O)CCC1C(=O)NN=C1C (stereo not given)	0.2	1.6	-8.3	-0.1	3.6	-4.7	-3.1	-5.5	-0.3
CC1=C(n2ccnc2)CCC1=O	-1.4	-15.4	1.3	0.0	1.8	-10.3	0.5	2.4	1.8
CCOC(=O)N1CCC(N2C(=O)c3ccc(C(=O)Nc4ccc(F)cc4F)cc3C2=O)CC1	-7.9	-0.8	7.0	-0.2	0.1	-7.1	-2.9	-11.9	1.5
COc1cc(/C=C2/S/C(=N/S(=O)(=O)Cc3ccccc3)NC2=O)c([N+](=O)[O-])cc1OC	8.0	8.6	-8.9	-0.2	3.4	4.6	-6.6	-20.3	-3.2
CCCN1C(=O)SC(CC(=O)Nc2ccc(Br)cc2)C1=O (stereo not given)	-3.6	9.6	-15.9	4.2	-1.0	15.9	-3.8	-2.4	7.2
CCCCCCn1c(O)c(/C=C2\C=NN=C2c2ccccc2)sc1=S	-2.5	-0.3	-3.7	-0.7	-0.7	-27.6	6.9	5.6	10.2
O=c1oc(-c2ccccc2)nc2c1C1(CCCCC1)Cc1ccccc1-2	-7.6	-11.2	-11.5	-0.9	1.0	15.1	-11.9	-0.1	-4.9
Clc1ccc(SCc2cc(Cl)nc(-c3ccccc3)n2)cc1	3.9	5.9	25.4	-1.1	-0.2	25.7	-1.9	-9.1	7.6
CCOC(=O)N1CCN(c2c(NCCCOC(C)C)c(=O)c2=O)CC1	-1.2	10.8	-0.5	-0.6	1.0	-5.4	-0.1	4.0	-2.0
Cc1cccc(NC(=O)CNC(=O)COc2cc(F)ccc2[N+](=O)[O-])c1C	-16.8	17.3	10.9	-0.2	0.6	-1.3	-5.5	-3.5	-1.0
O=C(NCC1CC1)c1cc2c(c(-c3cccc(-c4ccccc4F)c3)n1)[C@H](CCO)N(C(=O)CC1CC1)C2	-3.1	nt	2.1	-1.5	1.2	20.1	-3.7	20.6	-5.8
COc1ccc(-c2nc3ccc(Br)cn3c2Cc2ccccc2)cc1OC	-22.6	-25.0	-10.4	-0.3	-0.1	-11.5	-5.1	-31.6	-0.3
Cn1nc(C2CC2)cc1NC(=O)C1(C)CCN1C(=O)CCc1ccccc1 (stereo not given)	9.8	0.7	22.5	0.3	-0.1	-8.2	-2.0	-10.8	3.2
COc1cccc(C=N[C@@H](CO)[C@@H](O)c2ccc([N+](=O)[O-])cc2)c1O	11.4	-1.7	-3.0	-0.1	0.3	-3.4	-0.7	2.5	0.8
Cc1ccc(/C=N/NC(=O)CSc2nnc(-c3ccc(Cl)cc3)n2-c2ccc(Cl)cc2)o1	3.4	-121.7	1.2	-0.3	-0.4	3.5	-11.3	-2.6	0.9
COCCn1c(=S)[nH]c2ccccc21	5.3	-116.4	0.8	-0.7	-1.4	-3.9	0.0	11.8	6.7
Cc1cc(C(=O)Cn2cnc3ccccc3c2=O)c(C)n1C1CC1	-2.5	14.9	-9.5	-0.2	-0.2	-4.4	-9.4	6.3	4.6
N#Cc1nc(-c2ccccc2Cl)oc1NCC1CCCO1 (stereo not given)	1.6	-10.4	2.6	-1.4	0.4	4.2	-10.2	-2.1	18.4
Cc1ccccc1CN1CCc2c(OCC(=O)N3CCCCC3)cccc2C1=O	-0.8	3.1	-1.7	-0.7	0.0	-2.5	-2.9	1.2	1.1
CCCN(CC1CC1)C(=S)NC(=O)c1ccc(S(=O)(=O)N2CCOCC2)cc1	4.1	34.5	-7.7	-0.4	1.1	-8.5	-1.4	-16.0	4.3
Cc1cc(C)c(NC(=O)CNC(=O)[C@@H]2CCCN2C(=O)c2cccs2)c(C)c1	-6.0	-4.2	-15.4	0.3	0.1	-1.9	-1.5	2.5	-2.2
(continued)
SMILES	E coli Lon inh	MLLE-PAM2 inh	SKN-1 block	TbMetRS inhib	MsrA inhibitor	FAS TE block	MsrA act	CendR NRP1 mod	MT1-MMP act inh
CCOC(=O)c1sc(=S)n(-c2cc(F)ccc2F)c1N	-2.0	36.9	12.1	0.7	2.3	3.0	-1.5	5.3	2.7
CCCCN(C)C(=O)c1nc2ccccn2c1CN1CCC[C@H]1CO	0.7	8.8	2.8	-0.1	0.7	-0.3	-1.4	0.3	3.6
Cc1ccc(-c2cc(C(=O)N3CCN(C(=O)c4ccco4)CC3)[nH]n2)c(C)c1	3.2	-2.4	9.1	0.0	0.7	-7.0	-1.4	6.0	3.5
CCOc1ccc(NC(=O)COC(=O)Cn2nc(C)c([N+](=O)[O-])c2C)cc1OCC	-1.5	-4.4	-16.8	0.1	1.2	-4.1	-2.0	16.4	-0.9
C[C@H](CO)N1C[C@H](C)[C@H](CN(C)S(=O)(=O)c2ccccc2)OCc2cnnn2CCCC1=O	-5.5	-2.1	-14.8	0.2	0.4	-11.2	-4.4	-7.2	1.5
O=C(Cn1c(NCCO)nc2ccccc21)c1ccco1	0.5	-9.1	0.4	-0.9	-0.2	-13.4	-5.7	0.8	-4.0
S=C(NC1CCCCC1)N1CCOCCOCCN(C(=S)NC2CCCCC2)CCOCCOCC1	5.7	-119.0	4.5	-1.2	1.6	33.5	-9.3	-2.7	2.1
COc1ccc(CCNC(=O)Cn2nnc(C(=O)Nc3cccc(C)c3C)c2N)cc1OC	-16.5	-4.0	-7.5	0.4	0.0	-4.1	-4.0	2.6	-3.5
CC(C)N1C(=S)SC2CS(=O)(=O)C=C21 (stereo not given)	7.5	5.0	-4.5	-0.7	0.5	-7.0	-4.4	11.0	4.2
CCC(c1nnnn1C(C)(C)C)N1CCN(c2cc(Cl)ccc2C)CC1 (stereo not given)	-2.5	5.7	-1.3	-1.2	-0.3	14.8	-8.5	8.1	-12.7
C#CCN(C[C@H]1[C@H](OC(=O)NCc2ccccc2F)[C@H](OC(=O)NCc2ccccc2F)C[C@H]2C(=O)N(c3ccccc3)C(=O)[C@@H]12)S(=O)(=O)c1ccc(C)cc1	-1.8	11.8	4.1	-0.4	-0.2	54.1*	-0.3	5.8	-1.3
Cc1cc(C)n2c(NCc3ccccc3)c(-c3cc4ccccc4o3)nc2n1	-33.0	nt	6.6	0.2	0.1	-3.4	-2.8	-119.5	-8.2
COc1ccc(S(=O)(=O)NC(C)C(=O)Nc2ccc3c(c2)OCO3)cc1OC (stereo not given)	2.9	7.1	6.9	-0.1	1.9	-6.2	0.0	16.9*	-2.4
O=C1CCCC2=C1C(c1ccccc1)CC(=O)N2c1ccccc1 (stereo not given)	-3.2	-2.4	-0.7	-1.0	0.4	-6.7	-0.2	11.0	0.3
CCc1nn(CCCC(=O)N2CCN(c3cccc(C)c3C)CC2)c(=O)c2cc3occc3n12	-0.1	-0.5	1.7	-0.1	-0.4	21.1	-1.6	2.8	0.2
CCOc1ccc(C(CC(=O)O)NC(=O)C(CC)c2ccccc2)cc1 (stereo not given)	0.9	-9.7	9.1	-1.0	0.6	-2.4	-0.9	14.4	-1.2
O=C(NNc1c(Cl)cncc1Cl)c1sccc1Cl	7.2	-139.7	11.5	-0.4	0.6	-7.9	-4.3	-7.2	-4.7
Cn1c(NCCCO)nc2c1c(=O)n(Cc1ccccc1F)c(=O)n2C	-3.3	-4.4	6.5	-0.5	0.7	-9.2	-2.2	-12.1	4.1
O=C(O)/C=C/C(=O)N(Cc1ccc2c(c1)OCO2)C1CC(=O)N(CCc2ccccc2)C1=O (stereo not given)	9.4	12.2	1.7	0.0	0.3	0.2	-0.3	2.8	-4.5
N#Cc1c(/N=C/c2cccs2)sc2c1CCCCC2	-0.5	36.3	16.1	0.4	0.0	23.7	-1.6	-7.5	6.1
COC(=O)c1ccccc1NC(=O)Nc1ccc2c(c1)OCO2	-0.5	-4.0	-0.1	-0.4	1.2	-1.8	0.3	4.6	-2.2
CC1CC(C)CN(C(=O)c2nn(C)c3c2CS(=O)(=O)c2ccccc2-3)C1 (stereo not given)	4.5	15.8	6.6	-0.3	1.1	1.7	-6.4	11.5	1.0
COc1cc2c(cc1OC)CN(CC(O)c1ccccc1)CC2 (stereo not given)	-8.4	-14.0	-9.5	-0.8	-0.1	-2.1	-1.6	9.7	1.6
COc1ccccc1-c1nnc(SCC(=O)NC2CC2)n1C	-3.0	6.1	-8.4	-0.4	0.6	-10.4	-3.3	-6.7	0.8
CCOC(=O)C1CCN(C(=O)c2cc(S(=O)(=O)N3CCCCCC3)ccc2OC)CC1	-6.4	0.9	4.4	-0.5	0.2	3.6	-8.2	-2.4	4.2
Remaining list, next part.
SMILES	E coli Lon inh	MLLE-PAM2 inh	SKN-1 block	TbMetRS inhib	MsrA inhibitor	FAS TE block	MsrA act	CendR NRP1 mod	MT1-MMP act inh
O=C1/C(=C/Nc2cccc([N+](=O)[O-])c2)CCc2ccccc21	5.6	7.6	20.9	0.0	1.6	42.4	-2.8	-3.7	0.3
CC(C)C(=O)c1cn(CC(=O)NCC2CCCO2)c2ccccc12 (stereo not given)	13.4	3.9	4.0	-0.5	-0.9	-6.8	-6.0	-2.1	1.7
COc1ccc(NC(=O)c2cccc(N3C(=O)C4C5C=CC(C5)C4C3=O)c2)cc1 (stereo not given)	6.3	2.9	3.6	-0.4	-0.4	-3.1	-4.7	2.4	3.9
CCCCNC(=O)CCCCC(=O)N/N=C/c1ccccc1Cl	-4.5	6.2	9.3	-0.6	0.3	-8.7	-2.9	4.4	3.3
O=C(CCNC(=O)c1ccc(Br)cc1)NCC1CCCO1 (stereo not given)	0.5	0.0	19.6	-0.1	0.7	-7.6	-1.5	-3.0	1.6
Cc1c(C(=O)N2c3ccccc3Sc3ccccc32)cccc1[N+](=O)[O-]	0.0	-5.1	11.8	-0.9	0.3	19.0	-5.9	-12.6	-7.2
COC(=O)C1=C(CCc2ccccc2)NC(=O)NC1c1ccc(Br)cc1 (stereo not given)	6.7	-0.3	-4.0	0.3	-1.0	11.8	-1.8	0.5	7.4
CCOC(=O)N1CCN(C(=O)CSc2ccc(C(F)(F)F)cc2[N+](=O)[O-])CC1	-0.2	-6.3	8.7	-0.3	1.4	16.0	-3.3	-1.9	2.9

Structural class, the compounds so far containing a cyano group.
SMILES	E coli Lon inh	MLLE-PAM2 inh	SKN-1 block	TbMetRS inhib	MsrA inhibitor	FAS TE block	MsrA act	CendR NRP1 mod	MT1-MMP act inh
N#Cc1nc(-c2ccccc2Cl)oc1NCC1CCCO1 (stereo not given)	1.6	-10.4	2.6	-1.4	0.4	4.2	-10.2	-2.1	18.4
N#Cc1c(/N=C/c2cccs2)sc2c1CCCCC2	-0.5	36.3	16.1	0.4	0.0	23.7	-1.6	-7.5	6.1
